Screening results (PubChem)
NadD block – inhibitors of S. aureus NadD, primary screen, biochemical, colorimetric, uHTS | Nicotinate-nucleotide adenylyltransferase NadD (Staphylococcus aureus N315) | purified NadD enzyme, colorimetric absorbance read-out | inhibition, % at 20 µM | actives 0.78% (n = 360,000); in the data active = inhibition above about 26%; note: some compounds past the cut are filed as inactive
STEP inh – STEP phosphatase inhibitors, primary screen, biochemical, fluorescence intensity, uHTS. inhibition, % at 20 µM. recombinant STEP, OMFP fluorogenic substrate. Tyrosine-protein phosphatase non-receptor type 5 (Homo sapiens), P54829. actives 0.25% (n = 360,000);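 active = inhibition at 20 µM, scaled per plate between control wells, above about 37%, limit read from the data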;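 note: 0% = DMSO with enzyme and substrate and 100% = substrate only without enzyme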
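Assay system: isolated STEP enzyme. Buffer or medium: pH 6.0 Bis-Tris with DTT and Tween 20. Also added: fluorogenic phosphatase substrate OMFP at 25 µM final. Dosing: 20 µM, 1% DMSO. Timing: 20 min reaction, room temperature, in the dark. Measured by: fluorescence intensity, excitation 480 nm, emission 540 nm. Evaluation: normalized % inhibition.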
Scp1 inh – Scp-1 phosphatase inhibitors, primary screen, biochemical, colorimetric, uHTS; Recombinant Scp1, phosphopeptide, malachite green phosphate absorbance; actives 0.88% (n = 340,000); Carboxy-terminal domain RNA polymerase II polypeptide A small phosphatase 1 (Homo …; inhibition, % at 20 µM; AID 493091, 2011;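 active = inhibition above about 50% at 20 µM, limit read from the data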;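 note: plate controls were DMSO wells with enzyme for no effect and wells lacking enzyme for full effect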
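Test system: SCP-1 catalytic domain; Buffer or medium: Acidic Tris acetate buffer with magnesium and detergent; Also added: Phosphorylated 17-residue peptide substrate; Compound: single 20 µM dose, 1% DMSO; Schedule: enzyme reaction 45 min at room temperature, colour 5 min, stabilisation 30 min; Signal: Phosphate-binding colour reagent, absorbance read at 630 nm.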
NRP1-CendR mod – modulators of CendR peptide binding to NRP-1, primary screen, biochemical, fluorescence polarization, uHTS; actives 0.85% (n = 360,000); inhibition, % at 25 µM; Neuropilin-1 (Homo sapiens), O14786; AID 602438, 2012; FAM-RPARPAR peptide binding to NRP-1;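 active = inhibition or corrected inhibition above about 18%, plus a signal ratio from 0.5 to 1.5, limit read from the data, passing the limit was not always enough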; note: strong numbers were not always called active
Target sequence (O14786 whole entry, looked up): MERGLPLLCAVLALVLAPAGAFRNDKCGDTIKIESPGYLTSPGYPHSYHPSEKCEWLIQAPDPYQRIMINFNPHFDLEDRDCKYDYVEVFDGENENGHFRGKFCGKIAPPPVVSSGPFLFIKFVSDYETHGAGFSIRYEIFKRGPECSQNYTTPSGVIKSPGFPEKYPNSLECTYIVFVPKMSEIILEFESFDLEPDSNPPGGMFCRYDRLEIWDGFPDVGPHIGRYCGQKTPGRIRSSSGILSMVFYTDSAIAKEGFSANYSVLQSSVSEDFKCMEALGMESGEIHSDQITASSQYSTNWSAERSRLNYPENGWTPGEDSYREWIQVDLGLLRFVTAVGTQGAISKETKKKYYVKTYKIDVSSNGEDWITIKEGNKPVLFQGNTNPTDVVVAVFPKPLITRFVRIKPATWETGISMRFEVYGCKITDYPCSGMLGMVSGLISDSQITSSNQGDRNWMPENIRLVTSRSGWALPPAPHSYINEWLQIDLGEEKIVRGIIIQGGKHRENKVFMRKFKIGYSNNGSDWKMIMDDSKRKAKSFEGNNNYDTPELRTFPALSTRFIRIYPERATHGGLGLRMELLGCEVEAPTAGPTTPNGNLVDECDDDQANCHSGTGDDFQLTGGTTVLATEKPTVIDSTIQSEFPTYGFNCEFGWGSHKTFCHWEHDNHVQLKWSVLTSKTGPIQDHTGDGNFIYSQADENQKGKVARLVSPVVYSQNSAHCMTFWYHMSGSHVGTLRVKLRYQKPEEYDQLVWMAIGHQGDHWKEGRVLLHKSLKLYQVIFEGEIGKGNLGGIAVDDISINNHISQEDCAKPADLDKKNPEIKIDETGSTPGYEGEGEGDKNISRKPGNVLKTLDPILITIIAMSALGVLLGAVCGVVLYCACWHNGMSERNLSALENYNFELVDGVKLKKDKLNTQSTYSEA
SKN-1 block – suppressors of acrylamide-induced Pgst-4::GFP reporter in worms, primary screen, SKN-1 inhibitor project, whole organism, uHTS, GFP/RFP fluorescence ratio, strain VP596; inhibition, % at 21.8 µM; actives 0.49% (n = 360,000); AID 624304, 2012; C. elegans VP596 Pgst-4::GFP/RFP ratio, 24 h;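 active = interference check ratio from 0.5 to 1.5 plus GFP to RFP signal ratio inhibition reaching or exceeding a fixed threshold, cut at about 30% in these data, passing the limit was not always enough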; note: some compounds called inactive have numbers as strong as hits
MT1-MMP act inh – blockers of MT1-MMP proenzyme processing, primary screen, HT1080 RFP-PRO-GFP cells, GFP/RFP fluorescence; Matrix metalloproteinase-14 (Homo sapiens), P50281; GFP/RFP ratio fluorescence, overnight; percent of plate control window, DMSO zero; GFP/RFP ratio change, % at 20 µM; actives 0.061% (n = 360,000); AID 651647, 2012;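 active = GFP/RFP ratio change of at least 30% with cell ATP level not reduced by more than half and red fluorescence within 50% of control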; note: strong numbers were not always called active
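Assay system: RFP-PRO-GFP reporter HT1080 cells; read-out basis: GFP/RFP fluorescence ratio; benchmarks: DMSO wells and RFP-L50D-GFP cells; doses: 20 µM single dose, 1% DMSO; schedule: overnight cell settling, then overnight compound exposure, 37 °C, 5% CO2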
DNMT1 inh – human DNMT1 methyltransferase inhibitors, primary screen, biochemical, molecular beacon, fluorescence, HinP1I cleavage, uHTS; actives 0.83% (n = 360,000); inhibition (reported as % activation of signal), % at 10 µM; AID 588458, 2011; in the data active = inhibition above about 50%
Rpn11 block – Rpn11 (PSMD14) deubiquitinase inhibitors, primary screen, biochemical, fluorescence polarization, uHTS; 26S proteasome non-ATPase regulatory subunit 14 (Homo sapiens), O00487; human 26S proteasome, Ub4-pepOG fluorescence polarization; 20S core pre-blocked with epoxomicin; calls only at 20 µM; actives 0.59% (n = 360,000);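 active = inhibition at 20 µM, scaled to each plate's controls, above about 33%, limit read from the data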
SUMO1-SIM PPI – modulators of SUMO1 protein-protein interactions, primary screen, biochemical, uHTS | AID 602429, 2012 | Small ubiquitin-related modifier 1 (Homo sapiens), P63165 | actives 0.33% (n = 360,000) | SUMO1 binding to a labelled peptide, TR-FRET, 1 h | inhibition, % at 20 µM; in the data active = inhibition above about 37%
LMPTP block – LMPTP phosphatase inhibitors, primary screen, biochemical, fluorescence intensity, uHTS; Low molecular weight phosphotyrosine protein phosphatase (Homo sapiens), P24666; recombinant LMPTP-A, OMFP fluorogenic substrate; inhibition, % at 20 µM; actives 0.22% (n = 360,000); AID 651560, 2012;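 active = compounds that cut the enzyme signal by at least half of the control window in the single-dose screen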;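 note: plate controls were DMSO wells with enzyme plus substrate for no effect and substrate without enzyme for full effect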
Target sequence (P24666 whole entry, looked up): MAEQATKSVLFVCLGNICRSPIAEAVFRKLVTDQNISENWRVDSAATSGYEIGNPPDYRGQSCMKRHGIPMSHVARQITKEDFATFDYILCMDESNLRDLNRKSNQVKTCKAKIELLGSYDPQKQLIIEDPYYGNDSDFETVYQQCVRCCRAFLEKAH
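Material: LMPTP-A; amount: 0.625 nM enzyme; doses: single 20 µM dose; times: reaction 50 min, room temperature, dark; technique: fluorescence intensity of OMFP turnover product; benchmarks: no-enzyme and uninhibited controls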
* hit, by the source's call; i = inactive; / = not tested or not shown.

Every second line gives: NadD block	STEP inh	Scp1 inh	NRP1-CendR mod	SKN-1 block	MT1-MMP act inh	DNMT1 inh	Rpn11 block	SUMO1-SIM PPI	LMPTP block
CC(=O)c1ccc(N2CCN(C(=O)CCc3ccccc3)CC2)cc1
    -3	-1	-2	10	7	0	6	i	0	0.9
COc1ccc(NC(=O)c2cc(S(=O)(=O)N3CCCCC3)ccc2OC)cc1
    -7	0	-8	16	20	2	-3	i	0	1.1
O=C(Nc1cccc(S(=O)(=O)N2CCCCC2)c1)c1cnccn1
    -6	1	-7	12	13	-1	2	i	0	1.3
C/C(=N\NC(=O)c1cccc(O)c1)c1ccc(NC(=O)Cc2ccccc2)cc1
    5	-1	-7	-4	4	1	-1	i	-2	0.7
COc1cc(OC)cc(C(=O)NCC2CCCN(Cc3cccc(C(C)=O)c3)C2)c1 (configuration not stated)
    -4	-2	-7	-1	-3	-1	-1	i	-6	-1.0
CCn1cc(C(=O)NCc2ccccc2OC)c(=O)c2cc(S(=O)(=O)N(C)C)ccc21
    -6	-3	-1	3	10	0	0	i	6	-0.9
CCOC(=O)c1ccc(Oc2cc(C)nc(SC)n2)cc1
    -4	-1	-5	-3	21	0	-1	i	0	-1.3
O=C(NC(=S)Nc1ccc(N2CCCCC2)c(Cl)c1)c1ccc2c(c1)OCCO2
    2	1	-4	-19	13	-4	-3	i	-4	2.2
Nc1c(C(=O)Nc2ccccc2)sc2nc(-c3ccco3)ccc12
    35*	-3	8	-49	25	-18	-22	i	15	5.5
Cc1ccc(S(=O)(=O)Nc2cccc(C(=O)N3CCC(C(N)=O)CC3)c2)cc1
    1	-1	-3	-7	-5	-1	7	i	1	-1.9
CCOC(=O)/C(=C\c1ccc(N2CCC(c3ccccc3)=N2)cc1)C(C)=O
    0	-17	-8	-163	30	-60	-5	/	-12	7.4
CC(=O)N/C(N)=N/c1nc2cc(C)ccc2o1
    -2	2	6	-10	4	2	1	i	-1	-1.7
O=C(CCNC(=O)N1CC(=O)Nc2ccccc21)Nc1ccc(Br)cc1F
    3	2	-2	3	9	1	2	i	-7	-0.2
CCOc1ccc(S(=O)(=O)N2CCN(C(=O)c3cc(C4CC4)nn3-c3ccccc3)CC2)cc1
    1	8	-7	-8	14	-2	-12	i	2	7.4
Cc1cccc(C(=O)Nc2cccc(C(=O)N/N=C/c3ccc4c(c3)OCO4)c2)c1
    1	7	24	8	-8	-5	-2	i	-9	0.5
CCc1ccccc1NC(=O)CN(C)C(=O)COC(=O)c1cccnc1Cl
    -6	2	-5	-3	-1	1	-1	i	-1	-0.7
CC(=O)c1ccc(OCc2cc(C(=O)N(C)C(C)c3ccon3)no2)cc1 (configuration not stated)
    -10	0	-13	4	12	2	-1	i	6	0.7
COc1ccc(S(=O)(=O)N2CCN(C/C=C/c3ccccc3)CC2)cc1F
    -5	-2	1	2	-10	-4	-2	i	-2	1.2
Cc1cc(=O)oc2ccc(OCC(=O)NCc3ccco3)cc12
    1	-1	-9	-2	-9	3	7	i	0	-0.1
COc1ccc(OC)c(/C=C/c2ccc3cccc(O)c3n2)c1
    11	3	/	6	19	14	-18	i	-21	1.1
O=S(=O)(NCc1ccccn1)c1cccc2nsnc12
    0	2	-3	10	20	-1	4	i	-23	-0.1
N#CCC(=O)Nc1ccc(C(=O)OCC(=O)N(Cc2ccccc2)C2CCS(=O)(=O)C2)cc1 (configuration not stated)
    2	-2	-6	1	-9	-3	-3	i	0	1.4
Cc1cc(C)c[n+](C2=C([O-])c3ccccc3C(=O)/C2=N\S(=O)(=O)c2cccs2)c1
    -4	-2	-2	11	62	-8	-12	i	-12	2.1
O=C(Cn1cnc2ccccc2c1=O)NCC(=O)N1CCN(Cc2ccc3c(c2)OCO3)CC1
    8	-2	-2	-4	24	0	0	i	0	0.0
COc1ccc(N(C)C(=O)C2CCCN2S(=O)(=O)c2cccc3nsnc23)cc1 (configuration not stated)
    7	8	-6	-3	1	0	1	i	-23	0.5
CN(C)c1ccc(-c2cccc3nccn23)cc1
    -6	1	/	2	14	9	3	i	-9	5.3
C=CCC[C@@H](Cc1ccc(F)cc1)C(=O)OC[C@@H]1CCCN1C(=O)[C@H](CC=C)CC(=O)N[C@H](CO)Cc1ccccc1
    -18	0	-7	2	0	-3	-5	i	5	2.4
COc1ccc(CSc2nnnn2C)cc1[N+](=O)[O-]
    0	2	-2	12	-11	2	3	i	-13	-1.3
Cc1ccc(NC(=O)NC2CCCCCCC2)cc1
    0	-1	-2	11	-4	1	1	i	1	0.2
Cc1cc(CN(C)C(=O)c2cc(COc3ccc(F)cc3Cl)on2)n[nH]1
    -2	1	-6	7	2	-2	2	i	2	0.4
COc1cc(NC(=O)C(C)Oc2ccccc2)c(C(=O)O)cc1OC (configuration not stated)
    -4	0	-8	2	0	1	0	i	2	-1.6
CCC(CC)C(=O)N(C)c1c(C)nc2c(OCc3ccccc3OC)cccn12
    4	0	/	-14	7	-7	1	i	4	-0.7
O=C1OCCN1C(=O)[C@H]1[C@H](c2ccccc2)C(c2cccc(Cl)c2)=NN1c1ccc(Br)cc1
    15	-4	-4	-12	-1	1	-10	i	3	3.0
COC(CNC(=O)CN1C(=O)COc2ccc(S(=O)(=O)N3CCOCC3)cc21)OC
    1	3	-6	13	16	-1	5	i	3	-1.0
O=C(O)CNC(=O)c1ccc(NC(=O)/C(=C/c2ccccc2)NC(=O)c2ccco2)cc1
    2	1	-4	-9	2	1	2	i	-5	0.2
Cc1cc(C(=O)Oc2cccnc2)ccc1[N+](=O)[O-]
    5	-1	-10	-2	-14	5	2	i	-19	-2.2
O=C(NCCc1cccs1)C1CC(c2ccccc2[N+](=O)[O-])=NO1 (configuration not stated)
    0	-3	-8	-7	12	0	-1	i	-15	-1.7
COc1ccc(OC)c(NC(=O)CCN2C(=O)c3ccccc3C2=O)c1
    -1	-1	-4	8	-1	3	-9	i	-3	0.7
CC(=O)CC(c1ccccc1)S(=O)(=O)c1ccc(C)cc1 (configuration not stated)
    -5	0	-6	9	-43	-1	19	i	-6	-0.3
Cc1ccccc1C(=O)OCC(=O)NCc1ccco1
    1	-1	53*	-10	-18	1	9	i	1	0.0
Clc1ccccc1CSc1nnc(-c2ccco2)c(-c2ccco2)n1
    29*	5	77*	-10	5	-1	93*	i	10	14
COCCNC(=S)N/N=C(\C)c1ccc2cc(OC)ccc2c1
    -3	-4	-77	-7	1	-1	-6	i	-3	3.4
COc1cc2c(cc1OC)CN(c1ccc(C(N)=O)cc1[N+](=O)[O-])CC2
    0	0	-5	8	3	5	-1	i	-27	0.8
Cc1ccc(CNCCCSc2nc(C)cc(C)n2)cc1
    4	-2	-7	-8	13	0	0	i	34	-4.6
COc1ccc(-c2c[n+]3c(n2-c2ccc(C)cc2)CCCCC3)cc1
    6	-3	14	-5	-11	15	2	i	4	0.3
O=C(O)c1ccc(C(S(=O)(=O)c2ccccc2)S(=O)(=O)c2ccccc2)cc1
    -6	4	/	0	18	-4	1	i	3	0.1
COc1ccccc1N1C[C@@H]2C[C@@H](c3ccco3)N3CCC[C@@]23C1=O
    4	3	1	9	2	-20	0	i	19	1.1
CCSC1=C(C#N)C(c2cccc(OC)c2)CC(=O)N1 (configuration not stated)
    -4	-5	-14	-3	6	1	5	i	0	-0.7
Cc1ccc(-n2ncc3c(SCC(=O)NNC(=O)c4ccco4)ncnc32)cc1
    -3	-2	49	11	1	-6	-2	i	1	6.9
CCc1ccc2c(CN3CCN(S(=O)(=O)c4cccs4)CC3)cc(=O)oc2c1
    1	-1	8	-10	6	/	0	i	-3	-1.0
CC1Cc2ccccc2N1S(=O)(=O)c1cccc(C(=O)NC2CC2)c1 (configuration not stated)
    -3	0	-3	-16	8	-3	2	i	0	1.2
CN(C)CCCNC(=O)c1ccccn1
    -2	0	32	11	-34	-6	-4	i	-3	-0.6
CC(=O)N1C[C@H]2CON(C)[C@H]2C[C@H]1c1ccc(-c2ccccc2)cc1
    6	4	/	-6	9	2	0	i	-1	-1.3
C#CCNc1nc(CC)nc2c1nnn2Cc1ccccc1F
    3	-1	-4	11	0	-13	2	i	8	1.2
Cc1cc(C)cc(OCC(=O)OC(C)C(=O)Nc2ccc(Cl)cn2)c1 (configuration not stated)
    -4	-1	-1	-3	-8	-1	-1	i	0	1.2
CN(C)C(=O)c1cc(S(=O)(=O)N(C)C)c(Cl)cc1N1CCCC1
    1	-6	-11	-5	1	9	1	i	-4	-0.8
COc1ccc(N2C(=O)C(Cl)=C(N3CCCC(C)C3)C2=O)cc1 (configuration not stated)
    -1	20	-5	0	9	6	2	i	-19	1.9
O=C(CSC1=NCCN1)Nc1ccccc1[N+](=O)[O-]
    -2	0	-5	-12	6	4	-1	i	-22	-2.4
O=C(COC(=O)Cc1ccc(Cl)cc1)Nc1ccccc1-c1ccccc1
    -7	0	-7	-5	5	3	4	i	-1	1.6

Record cards, as listed above.
C#CCNc1nc(CC)nc2c1nnn2Cc1ccccc1F as listed: NadD block = 3; STEP inh = -1; Scp1 inh = -4; NRP1-CendR mod = 11; SKN-1 block = 0; MT1-MMP act inh = -13; DNMT1 inh = 2; Rpn11 block = i; SUMO1-SIM PPI = 8; LMPTP block = 1.2
Cc1ccc(-n2ncc3c(SCC(=O)NNC(=O)c4ccco4)ncnc32)cc1 as listed: NadD block = -3; STEP inh = -2; Scp1 inh = 49; NRP1-CendR mod = 11; SKN-1 block = 1; MT1-MMP act inh = -6; DNMT1 inh = -2; Rpn11 block = i; SUMO1-SIM PPI = 1; LMPTP block = 6.9
